PLK1 PBD inh: qHTS for Inhibitors of PLK1-PDB (polo-like kinase 1 - polo-box domain): Primary Screen; 2.8% of 360,000 active; Plk1 PBD binding of FITC phosphopeptide, fluorescence polarization; Potency, µM, inactives show max response, negative = inhibition, actives largely listed as inhibitors; Serine/threonine-protein kinase PLK1 (Homo sapiens), P53350; note: potency is the fitted concentration of half-maximal effect; series mostly up to about 57 µM; % is set by controls: 0 for no effect and ±100 for the full control effect; nearly all actives have a fitted effect of over 65% in size
Target sequence (P53350 whole entry, looked up, the tested form may be a part): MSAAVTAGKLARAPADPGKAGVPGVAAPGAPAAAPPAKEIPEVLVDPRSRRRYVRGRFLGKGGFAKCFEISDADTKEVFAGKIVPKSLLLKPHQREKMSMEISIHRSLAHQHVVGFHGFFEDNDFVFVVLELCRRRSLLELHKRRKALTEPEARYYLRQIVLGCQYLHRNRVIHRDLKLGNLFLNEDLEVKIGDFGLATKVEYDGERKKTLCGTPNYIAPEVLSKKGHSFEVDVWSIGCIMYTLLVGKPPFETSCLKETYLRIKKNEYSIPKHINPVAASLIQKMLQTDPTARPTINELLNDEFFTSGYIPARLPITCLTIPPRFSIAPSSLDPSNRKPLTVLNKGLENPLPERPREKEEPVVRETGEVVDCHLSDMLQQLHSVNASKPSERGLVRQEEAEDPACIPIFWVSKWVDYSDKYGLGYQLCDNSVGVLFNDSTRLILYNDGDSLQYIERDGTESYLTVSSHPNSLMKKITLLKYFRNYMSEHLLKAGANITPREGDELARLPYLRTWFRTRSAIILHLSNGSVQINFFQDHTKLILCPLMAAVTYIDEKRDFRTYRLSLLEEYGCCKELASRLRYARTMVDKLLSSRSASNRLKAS
IL2 activator: qHTS of IL-2 Activators | IL-2 activation reporter assay, cell-based qHTS; stimulated with anti-CD3/CD4/CD28 beads; in transgenic mouse T cells | activation, % (series mostly up to about 46 µM) | 0.065% of 360,000 active | AID 652025, 2013; in the data active = activation above about 50%; inconclusive = mostly about 30% to 49%; note: 0% is about no effect
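Unstimulated transgenic mouse T cells, 750 per well, received compound and, after 60 minutes, anti-CD3/anti-CD4 bead plus anti-CD28 stimulation. EGFP and DsRed were quantified after 18 hours.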
GLP-1R inv ag: qHTS of GLP-1 Receptor Inverse Agonists (Inhibition Mode). Potency, µM (doses to about 38.3 µM), for the others: top-dose activity change, negative = inhibition, usual class: inhibitors. HEK293 GLP-1R CRE-luciferase, luminescence, 24 h; GLP-1R form is constitutively active. 1.6% of 410,000 active. AID 624417, 2012; note: potency is the fitted concentration of half-maximal effect; % is set by controls: 0 for no effect and ±100 for the full control effect; nearly all actives have a fitted effect of over 55% in size
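Inverse agonists were sought by their lowering of basal cAMP reporter luciferase output in HEK293 cells stably carrying constitutively active human GLP-1R, after 24 h compound treatment.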
WRN helicase inh: qHTS for Inhibitors of WRN Helicase | Bifunctional 3'-5' exonuclease/ATP-dependent helicase WRN (Homo sapiens), Q14191 | WRN helicase unwinding, fluorescent forked duplex, kinetic | Potency, µM (titrated, usually from 114 µM), without a hit: at the highest dose activity change, negative = inhibition, usual class: inhibitors | 0.46% of 360,000 active; note: potency is the fitted concentration of half-maximal effect; % is set by controls: 0 for no effect and ±100 for the full control effect; nearly all actives have a fitted effect of over 55% in size
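WRN at 20 nM final was preincubated with compound for 15 min at room temperature; reaction started with 100 nM forked duplex oligonucleotide carrying fluorophore and quencher plus 2 mM ATP (final). Unwinding followed kinetically by red fluorescence (ex 525/em 598 nm).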
DRD3 antagonist: qHTS of D3 Dopamine Receptor Antagonist: qHTS | max response, negative = inhibition, % | D(3) dopamine receptor (Homo sapiens), P35462 | 2.5% of 360,000 active | D3R cells, DiscoveRx beta-arrestin luminescence, antagonist mode; hits give low values; in the data active = max response below about -50%; inconclusive = no clear call, values can overlap the other calls; note: % is set by controls: 0 for no effect and ±100 for the full control effect; mostly tested at two doses, the higher about 12 µM
Target sequence (P35462 whole entry, looked up): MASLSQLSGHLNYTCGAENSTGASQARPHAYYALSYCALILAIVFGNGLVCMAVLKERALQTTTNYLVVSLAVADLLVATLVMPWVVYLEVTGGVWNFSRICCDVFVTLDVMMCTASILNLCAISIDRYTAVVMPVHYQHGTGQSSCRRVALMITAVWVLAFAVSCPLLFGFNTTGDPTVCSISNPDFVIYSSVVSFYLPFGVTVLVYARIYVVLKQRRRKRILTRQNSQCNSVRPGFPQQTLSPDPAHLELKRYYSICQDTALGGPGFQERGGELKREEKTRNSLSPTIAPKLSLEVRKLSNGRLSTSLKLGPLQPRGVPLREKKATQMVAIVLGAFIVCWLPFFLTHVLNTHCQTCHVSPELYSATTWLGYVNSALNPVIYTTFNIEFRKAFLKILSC
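Cells expressing the human receptor were seeded at 1500 cells/well, incubated overnight at 37 degrees C in 5% CO2, then exposed to library compounds with dopamine controls for 90 minutes at 37 degrees C before luminescent detection.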
PI5P4Ka inh: qHTS for Inhibitors of phosphatidylinositol 5-phosphate 4-kinase (PI5P4K); Phosphatidylinositol 5-phosphate 4-kinase type-2 alpha (Homo sapiens), P48426; AID 652105, 2013; 1.2% of 330,000 active; PI5P4Kalpha enzyme, ADP-Glo luminescence, 60 min; hits give low values; max response, %; active = max response of -50% or lower; inconclusive = between -30% and -50%; inactive = -30% or higher; note: value at the top dose of about 77 µM; % is set by controls: 0 for no effect and ±100 for the full control effect
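qHTS, 1536-well: enzyme/substrate mix, compound by pin tool, 5 microM ATP final; RT 60 min; ADP-Glo reagents 1 (45 min) then 2 (30 min); luminescence.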
HEK293 tox: qHTS of GLP-1 Receptor Inverse Agonists: Cytotox Screen. Potency, µM (highest dose often 38.3 µM), inactives show at the highest dose activity change, negative = inhibition, actives largely listed as inhibitors. AID 624418, 2012. HEK293 cAMP-luciferase reporter cells, luminescence, 24 h. 0.13% of 410,000 active;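 note: loss of luciferase light is scored as toxicity; potency is the fitted concentration of half-maximal effect; % is set by controls: 0 for no effect and ±100 for the full control effect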
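Luminescence readout: signal drop marks cytotoxicity. Plated cells grew 12 h at 37 °C, 5% CO2, received 23 nL compound for 24 h, then got luciferase reagent, read after 12 min at RT.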
GLP-1R agonist: qHTS of GLP-1 Receptor Agonists. Glucagon-like peptide 1 receptor (Homo sapiens), P43220. HEK293 GLP-1R CRE-luciferase, luminescence, 4-6 h; cells express a hypersensitive GLP-1R form. Potency, µM (doses to about 45.6 µM), without a hit: at the top dose activation, actives largely listed as activators. 0.007% of 380,000 active; note: potency is the fitted concentration of half-maximal effect; % of control where 0% means no effect
DRD3 agonist: qHTS of D3 Dopamine Receptor Agonist: qHTS; D3R DiscoveRx beta-arrestin cells, luminescence, 90 min; max activation, %; D(3) dopamine receptor (Homo sapiens), P35462; 0.58% of 410,000 active; in the data active = max activation above about 30%; note: 0% is about no effect; mostly tested at two doses, the higher about 12 µM
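Agonist mode: compounds and dopamine controls were applied to plated cells for 90 min at 37 degrees C after an overnight attachment at 1500 cells/well. Luminescent read-out followed 30 - 60 minutes at room temperature with DiscoveRx detection reagent.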
* = called active by the depositor; ? = inconclusive; . = no result given; & = joins results of further samples; [ ] = dose if it differs, or a comment. Unless noted, calls come from the whole dose curve; as a rule, active = well fitted curve in the direction sought with a large enough effect; inconclusive = small, poorly fitted or top-dose-only effect, or another doubt; inactive = no such curve, though single readings can be large; an effect the other way counts as inactive or inconclusive.

Structure | PLK1 PBD inh | IL2 activator | GLP-1R inv ag | WRN helicase inh | DRD3 antagonist | PI5P4Ka inh | HEK293 tox | GLP-1R agonist | DRD3 agonist
Cc1oc(CC(C)C)cc1C(=O)Nc1ccc(C(=O)O)cc1 | -4% | 0.1 | 9% | 1% | -23 | . | 5% | -6% | 15
CCCCCCn1c(CN2CCCCC2CC)nc2c1c(=O)n(C)c(=O)n2C (stereo not drawn) | -15% | -1.0 | 2% | 0% | -3 | 3 | 9% | -7% | 0
CCc1ccc(OCCNC(=O)c2ccc(S(=O)(=O)N(C)C)cc2)cc1 | 2% | 3.3 | 0% | -3% | -12 | . | -11% | -5% | 3
CN(C(=O)COC(=O)CNC(=O)c1ccc(Cl)cc1Cl)c1ccccc1 | -7% | 7.3 | -18% | -5% | -23 | 0 | -5% | 5% | -3
NC(=O)OCC(COC(N)=O)c1ccccc1 | -14%&-2% | 0.0&-0.3 | 8%&-6% | -11%&-6% | -22&12 | 7&0 | 8%&9% | -4%&2%&-1% | 17&-8&-11
O=C(CN1C(=O)S/C(=C\c2ccc(Cl)cc2)C1=O)NNC(=O)c1ccccc1O | -19% | -3.2 | 0% | ? | -14 | -1 | 9% | 0% | 3
COc1ccc(CCNC(=O)C2CCCN(c3ncnc4c3nc3n4CCCCC3)C2)c(OC)c1 (stereo not drawn) | -3% | -1.4 | 12% | -9% | 3 | 1 | 3% | -2% | 1
Cc1nc2c3cc(F)ccc3n(CCN3CCCCC3)c2s1 | -15% | -2.5 | ? | -11% | -16 | 4 | -22% | 1% | -12
Cc1ccc(-c2cc(C(=O)Nc3ccc(S(=O)(=O)Nc4cc(C)on4)cc3)c3ccccc3n2)c(C)c1 | ? | -0.3 | ? | -20% | 0 | -21 | -7% | -14% | 8
COc1ccccc1NC(=O)C1=C(C)Nc2nc(SCc3ccccc3Cl)nn2C1c1ccccn1 (stereo not drawn) | . | . | 2% | . | . | . | 4% | -1% | -23
COc1cccc(-c2cnc3c(NC(C)=O)cc(-c4cccc(C(=O)NCCN(C)C)c4)cn23)c1 | 3% | 0.0 | ? | ? | -27 | -6 | 2% | 15% | -7
Nc1ncnc2oc(-c3ccco3)c(-c3ccco3)c12 | ? | 0.7 | 233%[activator] | ? | -4 | . | -20% | 2% | -6
COc1ccc(N(CC(=O)Nc2ccccc2OC)S(=O)(=O)c2ccc(OC)c(OC)c2)cc1 | -6% | 0.7 | -12% | 3% | 0 | 1 | -10% | 11% | 6
Nc1[nH]c(C(=O)c2ccccc2)c(-c2ccc(F)cc2)c1C(=O)NCc1ccccc1 | 4% | 0.2 | 11% | 4% | 8 | 2 | -4% | -3% | 10
O=C(/C=C/c1ccc(-c2cccc([N+](=O)[O-])c2)o1)N1CCOCC1 | -3% | 2.1 | 141%[activator] | -17% | 17 | -9 | -18% | ? | 3
O=C(NCCN1CCN(Cc2ccccc2)CC1)c1cc2c(=O)[nH]c3ccccc3c2s1 | -4% | -1.7 | -24% | -4% | ? | . | -14% | 5% | -28
Cc1ccc(S(=O)(=O)n2nc(C)c(C#N)c2N)cc1 | 27µM* | -0.1 | -3% | -15% | 4 | -10 | 2% | -2% | -1
Brc1c(CSc2nc3ccccc3s2)nc2ncccn12 | -21% | -0.3 | 40%[activator] | -6% | -7 | -3 | -3% | 7% | -2
Cc1ccc(C)c(NC(=O)Cc2csc(-c3ccccc3)n2)c1 | -2% | 2.6 | -2% | -3% | 7 | 0 | 20% | -5% | -1
CCc1nnc(NC(=O)CSc2nnc(CNC(=O)c3ccccc3F)n2C)s1 | -10% | -0.5 | 10% | 2% | -11 | -8 | -9% | 1% | 6
CCc1ccc(C(=O)CN2C(=O)NC3(CCOc4ccccc43)C2=O)s1 (stereo not drawn) | -3% | 0.7 | ? | 7% | ? | 0 | 1% | 10% | -14
CC(C)C(=O)Nc1nc(-c2ccc([N+](=O)[O-])cc2)cs1 | -8% | -0.4 | ? | -3% | 6 | 0 | -14% | 12% | 7
CN(C(=O)CC1C(=O)NCCN1CC1CCCCC1)C1CCOCC1 (stereo not drawn) | -13% | 1.9 | -10% | -1% | -14 | 1 | 0% | 1% | 4
CCCCNC1c2ccccc2C(=O)N1Cc1ccccc1 (stereo not drawn) | 9% | -3.2 | 1% | -2% | -5 | -1 | 6% | -8% | 5
Cc1cn([C@H]2C=C[C@@H](CO)O2)c(=O)[nH]c1=O | 0%&-9% | -0.5&0.1 | -17%&-3% | -4%&-6% | 10&1 | -2&6 | 4%&-2% | -1%&14%&2% | 16&-63&-5
Brc1ccc(CN2CCN(c3ccccn3)CC2)s1 | -1% | -0.6 | -14% | -15% | -8 | . | 12% | 9% | 68*
COc1ccc(CCNC(=O)COC(=O)COc2c(C)cc(C)cc2C)cc1OC | 5% | -1.5 | 25% | 3% | 7 | 1 | -5% | -6% | -4
CC(=O)Nc1ccc(S(=O)(=O)N2CCc3cc4c(cc3C2)OCCCO4)cc1 | 3% | 0.8 | 3% | 7% | 0 | -3 | -4% | 7% | 3
O=C(CN1N=C(c2ccccc2)CCC1=O)NCCN1CCc2ccccc2C1 | -1% | 0.1 | -11% | 1% | -24 | -7 | -11% | 2% | -5
O=C(CNS(=O)(=O)c1cccs1)N1CCCCC1 | -9% | 0.4 | 12% | 3% | 5 | -4 | 1% | 4% | 0
O=C(CSc1nnc(-c2cccnc2)n1-c1ccccc1)Nc1ccccn1 | 3.4µM* | 0.9 | 0% | 3% | 2 | ? | -3% | 6% | 5
CC1CCN(C(=O)CSCc2ccc(Cl)cc2)CC1 | -8% | -0.2 | ? | -8% | 4 | 3 | 11% | 21% | -4
CCCc1cc(=O)oc2cc(C)cc(OCC(=O)Nc3cccnc3)c12 | 1% | -3.2 | 5% | -3% | 16 | 0 | -17% | -4% | 8
CCC(C)N(C(=O)COC(=O)c1ccccc1SCC(=O)N1CCCC1)C1CCS(=O)(=O)C1 (stereo not drawn) | -16% | 0.0 | 3% | -27% | 0 | -8 | -1% | -8% | -4
N=C1/C(=C/c2ccc(-c3cccc(C(=O)O)c3)o2)C(=O)N=C2SC(CC(=O)N3CCOCC3)=NN12 | 30µM* | 1.2 | 14% | 22µM* | -22 | -83* | -29% | 3% | -5
O=C(CC1C(=O)NCCN1Cc1ccccc1)NCCN1CCCCC1=O (stereo not drawn) | -5% | 2.6 | 19% | 0% | -24 | -4 | 8% | -7% | -17

Full records as entered above.
Brc1ccc(CN2CCN(c3ccccn3)CC2)s1 as listed: PLK1 PBD inh: -1%; IL2 activator: -0.6; GLP-1R inv ag: -14%; WRN helicase inh: -15%; DRD3 antagonist: -8; PI5P4Ka inh: .; HEK293 tox: 12%; GLP-1R agonist: 9%; DRD3 agonist: 68*
O=C(CN1N=C(c2ccccc2)CCC1=O)NCCN1CCc2ccccc2C1 as listed: PLK1 PBD inh: -1%; IL2 activator: 0.1; GLP-1R inv ag: -11%; WRN helicase inh: 1%; DRD3 antagonist: -24; PI5P4Ka inh: -7; HEK293 tox: -11%; GLP-1R agonist: 2%; DRD3 agonist: -5

New compounds follow.
Values run as follows: PLK1 PBD inh | IL2 activator | GLP-1R inv ag | WRN helicase inh | DRD3 antagonist | PI5P4Ka inh | HEK293 tox | GLP-1R agonist | DRD3 agonist
> COc1ccc(NC(=S)NCC(c2ccco2)N2CCCC2)cc1 (stereo not drawn)
  -3% | 0.0 | 1% | 9% | 4 | -7 | -2% | 9% | 0
> COCCNC(=O)c1nc2ccccc2s1
  -4% | -3.1 | 9% | -4% | 8 | 0 | -1% | 8% | 14
> CCOC(=O)C1CCN(C(=O)C2CCN(S(=O)(=O)c3cc(Cl)ccc3Cl)CC2)CC1
  -4% | -1.8 | 10% | 5% | 50 | . | -5% | -1% | 4
> CN(C)CCCN(C(=O)c1ccc(N2C(=O)CCC2=O)cc1)c1nc2c(F)cccc2s1
  -12% | 0.3 | -12% | 10% | -27 | 0 | 0% | 1% | -20
> O=C(NCc1cccc(CNC(=O)Nc2cccc(O)c2)c1)Nc1cccc(O)c1
  -13% | 1.4 | 5% | -12% | -6 | 0 | 4% | -3% | -4
> O=C(N/N=C/c1c[nH]c2ccccc12)c1ccc(O)c(O)c1
  0% | -5.3 | 36%[activator] | ? | 0 | ? | 2% | 0% | -4
> COc1ccc(CCNC(=O)c2ccc3nc[nH]c3c2)cc1
  2% | -0.2 | 9% | 9% | 8 | -18 | 2% | -1% | -2
> COc1cccc(N(CC(=O)NCCSCc2ccc(C)cc2)S(C)(=O)=O)c1
  -8% | 1.2 | -30% | -7% | 1 | -3 | 5% | 15% | -2
> COc1ccc(Oc2ncnc3c2ncn3Cc2ccccc2)cc1
  3% | -3.6 | -24% | -17% | 6 | -4 | -6% | 0% | 1
